Compound activity (PubChem)
Pf Dd2 growth: qHTS Primary assay for Inhibitors of Plasmodium falciparum Dd2 growth in vitro. P. falciparum Dd2 growth, SYBR Green, 72 h. Potency, µM (top dose mostly 28.9 µM), for the others: top-dose activity, negative = inhibition, most hits filed as inhibitors. hit rate 4.3% among 120,000. AID 1347417, 2020; active = well fitted inhibition curve with a large enough effect; inconclusive = small, poorly fitted or top-dose-only effect; inactive = no such curve, though single readings can be large or run the other way;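 also: plate controls were DMSO vehicle for no effect and reference drug for full effect; nearly all actives have a fitted effect of over 65% in size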
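Readout: SYBR Green fluorescence, 485 nm excitation, 535 nm emission, after ~16 h lysis at 37C. Before that, Dd2-infected red cells (2.5% hematocrit) grew 72 h with compound, 29 uM top final concentration.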
* = called active by the depositor; i = inactive; ? = inconclusive; [ ] = dose if it differs, or a comment. Potency is read from the fitted curve at half-maximal effect. A portion of the library, so the mix of outcomes need not match the whole.

SMILES	Pf Dd2 growth
O=C1CCN(S(=O)(=O)c2ccccc2)CCCN(C(=O)c2c[nH]c3ccccc23)CCN1	?
CN(C)C[C@@H]1CN(c2ccncn2)C[C@H]1NC(=O)c1cnco1	?
CN(C)S(=O)(=O)NCCC1CN(c2cnn(C)c(=O)c2)CCO1 (configuration not stated)	2%
CN1C(=O)CCC2(CNC(=O)c3ccccc3)CCC=C12 (configuration not stated)	11%
CCn1ccc(C(=O)N2CCC(Oc3ccccc3-c3nc(-c4ccccc4)no3)C2)n1 (configuration not stated)	i
CS(=O)(=O)N1CCCN(C(=O)CN2CCCCCC2)CCNC(=O)CC1c1ccccc1 (configuration not stated)	-8%
Cc1cnc(C2CCC2)n1C1CCN(C(=O)C2(c3ccccc3)CC2)CC1	13µM*
CCOc1ccc(CNS(=O)(=O)c2ccc3c(c2)CCCN3C(C)=O)cc1OC	-5%
CNC(=O)C(C)(C)N1CCC[C@H]1C(=O)N(C)Cc1cccnc1	8%[44.1 µM]
O=S(=O)(c1ccc(F)cc1)N1CCCC(Cc2noc(-c3cnccn3)n2)C1 (configuration not stated)	-11%
CCN(CC)c1ccc(NC(=O)c2cc3c(=O)n4cccc(C)c4nc3n2C)c(C)c1	21%
Fc1ccc(OCc2nc(C3CCNC3)no2)cc1 (configuration not stated)	?
CCOc1ccc(CCNC(=O)c2sc3ncccc3c2-n2c(C)ccc2C)cc1	?
Cn1c(=O)oc2cc(S(=O)(=O)N3CCC(C(=O)NCc4ccc(F)cc4)CC3)ccc21	15%
CCC[C@H]1CN(C(=O)CCc2ccccc2C)C[C@@H]1N	?
COCCN1C(=O)[C@H]2CC[C@@H]1CN(c1ncnc3sc(C)c(C)c13)C2	?
O=C(NCC1CCOCC1)c1cccc(C(F)(F)F)c1	16%
COCCNC(=O)[C@@H](C)C1CC[C@@]2(C)Cc3sc(CSc4ccccc4)nc3[C@@H](C)[C@@H]2[C@H]1O (some centres not stated)	i
COc1nc(-c2ccccc2)ccc1-c1noc(-c2ccccc2Br)n1	-14%
CS(=O)(=O)c1ccc(CN2CCOC[C@H]2c2ncc(-c3ccc(F)cc3F)[nH]2)cc1	-29%[44.1 µM]
Cc1cccc2c1-c1sc(C(=O)NCCCN3CCN(c4ccccc4F)CC3)cc1CO2	?
CCc1ccc2ncc3c(-c4ccccc4)nn(-c4ccccc4)c3c2c1	i
O=S(=O)(c1ccccc1C(F)(F)F)N1CC(c2nc(Cc3ccccc3)no2)C1	?
O=C(c1ccc2c(c1)OCO2)N1CCC(n2c(=O)[nH]c3ccccc32)CC1	9%
Cc1occc1C(=O)N[C@@H]1CN(c2ncccn2)C[C@H]1CO	24%
COc1ccccc1CNC(=O)CC1CCCCN(C)C1=O (configuration not stated)	i
CSc1ccc(-c2nc3ccc(C)cn3c2Nc2ccccc2C)cc1	?
CCc1ccccc1NC(=O)c1ccc(Cn2nc(N3CCN(c4ccccc4)CC3)ccc2=O)o1	?
O=c1[nH]c(N2CCOCC2)nc2c1CCN(Cc1ccc(Cl)cc1)CC2	-10%[5.79 µM]
O=C1CCC2(CCN1Cc1ccccc1)CCN(C(=O)c1ccccc1F)CC2	i

A different layout for 4 compounds above.
smiles: O=S(=O)(c1ccccc1C(F)(F)F)N1CC(c2nc(Cc3ccccc3)no2)C1
  Pf Dd2 growth: ?
smiles: O=C(c1ccc2c(c1)OCO2)N1CCC(n2c(=O)[nH]c3ccccc32)CC1
  Pf Dd2 growth: 9%
smiles: Cc1occc1C(=O)N[C@@H]1CN(c2ncccn2)C[C@H]1CO
  Pf Dd2 growth: 24%
smiles: COc1ccccc1CNC(=O)CC1CCCCN(C)C1=O (configuration not stated)
  Pf Dd2 growth: i

Later entries
SMILES	Pf Dd2 growth
CC(C)NC(=O)N1CCCC(c2nc(-c3cccnc3)no2)CCNC(=O)CC1 (configuration not stated)	-4%
CN(C)CC1(O)CCC2(CCN(C(=O)Cn3c(=O)oc4ccccc43)CC2)CC1	?
CC(C)CNC(=O)c1csc(-c2cccc(OC(C)C)c2)n1	-14%
Cc1ccsc1CCNc1cc(C2CC(N)C2)ncn1 (configuration not stated)	?
CC(=O)NCCC(=O)N1Cc2ccccc2CC2(CCCN2CC2CCNCC2)C1 (configuration not stated)	20%
COc1ccc(-c2nc(-c3ccccc3)nc3c2CN(C(=O)c2ccc(C)cc2)CC3)cc1	11µM*
CCCNC(=O)N1CC[C@@H](CC(=O)O)[C@@H](CC2=NCCc3ccc(OC)cc32)C1	-2%[44.1 µM]
CN1C[C@@H](NC(=O)c2ccc3c(c2)OCO3)C[C@H]1c1nc(-c2ccc(Cl)cc2)no1	10µM*
COc1ccc(-c2noc(-c3nnn4c3COC(c3ccc(F)cc3)C4)n2)cc1 (configuration not stated)	i
Cc1ccc(-c2cc(C(=O)NC(C)c3ccccc3)c3ccccc3n2)cc1C (configuration not stated)	-16%
CCn1ncc(N2CCCC(CC(=O)NCCN3CCCC3)C2)cc1=O (configuration not stated)	66%
Cc1cn2nc(C(=O)N3CCC(NC(=O)c4ccc(F)cc4)CC3)cc2c(=O)[nH]1	?
Cc1cnn(C2(C(=O)O)CCN(C(=O)c3ncoc3C)CC2)c1	-6%
O=C1NCCCCCCN(C(=O)c2cnccn2)[C@H]2C[C@H](c3nc(-c4cccnc4)no3)C[C@@H]12	-23%
C=CCNC(=O)C[C@@H]1CCN(C(=O)c2ccccc2)C[C@@H]1CC	-5%[44.1 µM]
O=C(CN1CCCc2nc(C3CC3)ncc2C1=O)NCCCN1CCOCC1	13%
CN(CC(=O)Nc1cccc(C(F)(F)F)c1)S(=O)(=O)c1cccs1	4%
CCOC(=O)Cn1c(=O)n(C2CCCCC2)c2nc(-c3ccc(OCC)cc3)nc(C(N)=O)c21	-5%
CCOc1cccc(CNC(=O)c2cc3c(N4CCCC4)nc(C)cn3n2)c1	?
OC1(CN2CCN(c3nccs3)CC2)CNCCOC1 (configuration not stated)	i
O=C(N[C@H]1CCN2C(=O)c3ccccc3NC(=O)[C@H]12)c1cnccn1	3%[44.1 µM]
O=C(CC1N=C2c3ccccc3N=C(SCc3cccc(Cl)c3)N2C1=O)NCCc1ccccc1 (configuration not stated)	?
Cn1c(=O)c(=O)n(C)c2cc(NC(=O)c3cccc(F)c3)c(Cl)cc21	?
Cn1cc(-c2cnc(Nc3cccc(C(F)(F)F)c3)c3c2CCO3)cn1	?
O=C1COCC2(CN(c3ccc(C(F)(F)F)cn3)C2)CN1c1ccc(F)cc1	-18%[44.1 µM]
COc1ccc(OC)c(-c2nc(CN3CCCC(C(C)(C)O)C3)c(C)o2)c1 (configuration not stated)	i
CCOC(=O)c1cccc(NC(=O)c2cc3cc4ccc(C)cc4nc3s2)c1	?
Cc1ccc(C)c(CN2C(=O)c3ccccc3S(=O)c3ccc(C(=O)N4CCC(C)CC4)cc32)c1 (configuration not stated)	-10%
Cc1ccc(C(=O)N[C@@H](Cc2ccccc2)C(=O)N2CCCOCCNC(=O)CC2)s1	-20%
COc1cc(OC)c(NC(=O)N2CCC(CN3CCCC3)CC2)cc1Cl	23%

Next part, starting with the last three of the part before.
SMILES	Pf Dd2 growth
Cc1ccc(C)c(CN2C(=O)c3ccccc3S(=O)c3ccc(C(=O)N4CCC(C)CC4)cc32)c1 (configuration not stated)	-10%
Cc1ccc(C(=O)N[C@@H](Cc2ccccc2)C(=O)N2CCCOCCNC(=O)CC2)s1	-20%
COc1cc(OC)c(NC(=O)N2CCC(CN3CCCC3)CC2)cc1Cl	23%
O=C(CCCC1C(=O)Nc2ccccc21)NCCc1noc(-c2ccccc2)n1 (configuration not stated)	?
O=C(C1CCC(Cn2c(=O)c3sccc3n(Cc3ccc(F)cc3)c2=O)CC1)N1CCOCC1 (configuration not stated)	?
COc1ccc(OCc2cc(C(=O)N(C)CC(O)CO)n[nH]2)c(Cl)c1 (configuration not stated)	5%
O=C(NCCCn1cccn1)C1CN(S(=O)(=O)c2cccnc2)CC12CCCCC2 (configuration not stated)	?
COc1ccc(N2CC3CCC(C2)N3Cc2cccc(Cl)c2)cc1	3%
CC(=O)N1CCN(C(=O)C[C@@H]2CCNC[C@@H]2Cc2cc(CSc3ccccc3)on2)CC1	?
Cc1ccc(O[C@H]2CCOC[C@H]2NC(=O)CCc2ccc(F)cc2)cn1	-20%
Fc1ccc(CN2CC(Oc3ccc(F)cc3F)C2)cc1	?
CCNC(=O)C1CCCN(c2nn3cc(-c4ccc(C)cc4)nc3s2)C1 (configuration not stated)	-10%
Cc1cnc(CCNC(=O)c2cc(CN3CCOCC3)on2)n1CC1CC1	14%
CNC(=O)c1cc2n(n1)CCCN(Cc1ccc(F)cc1)C2=O	i
COC[C@@H]1CN(c2cnccn2)C[C@H]1C(=O)NCCc1ccccn1	7%
Cc1ccc(-n2ncc(C(=O)NCCN3CCCC3)c2C2CCN(C(=O)OC(C)(C)C)CC2)cc1C	i
CC(=O)N1CCC(N2CC[C@H](c3nc4ccc(F)cc4[nH]3)C2)CC1	-29%[44.1 µM]
Cc1cc(C)c(NC(=O)CCn2c(=O)c3cccn3c3ccccc32)c(C)c1	i
Cc1cccc(N(C)c2ccc3nnc(-c4cc(C#N)ccn4)n3n2)c1	?
COc1cccc(NC(=O)Cn2ccn3nc4c(c3c2=O)CCCCC4)c1	i
CCN(Cc1ccncc1)C(=O)CCC[C@@H]1[C@H]2CCCN3CCC[C@@H](CN1Cc1cccnc1)[C@@H]23	i
CCOc1ccc(NC(=O)Cn2c(-c3ccc(F)cc3)nc(C)cc2=O)cc1	-11%
COc1ccc(C)cc1NC(=O)c1cc(S(=O)(=O)NC2CCCCCC2)ccc1F	?
Cc1oc(-c2cccc(Oc3ccccc3)c2)nc1CN(C)Cc1cnc(N)nc1	-28%
CCn1cc(CN2CCCC(c3nc(-c4cccnc4)no3)CCNC(=O)CC2)c(C)n1 (configuration not stated)	i
CC1(COc2ccc3[nH]ccc3c2)COc2ccc(C(=O)N3CCOCC3)cc2N1 (configuration not stated)	-25%[44.1 µM]
CCc1ccc(NC(=O)Cn2nc3n(c2=O)CCCCC3)cc1	13%
COc1ccc(CNC(=O)Cn2nc(C)n3cccc3c2=O)cc1	-1%
COc1ccc2c(C)c(C(=O)N3CCC(c4nc(C(C)C)no4)CC3)oc2c1	9%
C[S+](=O)([O-])c1ccc(-c2nnc3n2C(C(=O)N2CCCC2)CC3)cc1 (configuration not stated)	0%
CCc1cnc2c(c1SCc1c(F)cccc1Cl)c(=O)n(C)c(=O)n2C	?
CCOc1ccc(CCNC(=O)c2ccc3c(c2)nc2n3CCOC2)cc1OCC	-18%
O[C@@H]1CC(CNCc2ccccn2)(COc2cccnc2)C[C@@H]1O (some centres not stated)	14%
CCCSCCCNC(=O)C1CCN(c2nc3ccccc3nc2C(F)(F)F)CC1	-2%
Cc1nc(CN2CC3(CCN(C)C3)c3cc(C(=O)NCc4cccs4)ccc32)cs1 (configuration not stated)	-3%[44.1 µM]
CCCc1nc2nc(C)c(NS(=O)(=O)c3ccc(CC(C)C)cc3)c(=O)n2[nH]1	-10%
COc1ccc(Br)c2c1-c1nc(NC(=O)c3ccc(F)cc3)sc1C2	2.8µM*
O=C(O)CCCC(=O)N1Cc2ccccc2CC2(CCCN(Cc3ccncc3)C2)C1 (configuration not stated)	?
Cc1ccc(C2=NC3(CCN(C(=O)CSc4ccccc4)CC3)ON2)cc1	i
N#Cc1c[nH]n2c(NC3CCCC3)c(-c3cccc(Cl)c3)nc12	i
CC(C)CC(=O)N1C(C(=O)NCC2CCCO2)COC12CCC(C)CC2 (configuration not stated)	-16%
Cc1ccc(NC(=O)CCn2ccn3nc4c(c3c2=O)CCCC4)cc1C	i
O=C(Cc1ccc(F)cc1)N1CCC2(COc3ccncc3[S+](=O)([O-])N2)C1 (configuration not stated)	23%
COCC1CN(C)CC12CCN(S(=O)(=O)c1cc(F)cc(F)c1)CC2 (configuration not stated)	?
Cc1ncc(CO)c2c1Oc1nc(-c3ccc(Cl)cc3)nc(SCC(=O)N3CCCCC3)c1C2	3.2µM*
O=C(NC[C@H]1Cn2cc(-c3ccc4c(c3)OCCCO4)nc2CO1)c1ccc2c(c1)OCO2	i
N#Cc1ccc(CN2CCC3(CC2)COc2ccccc2C(=O)N3)cc1	2.5µM*
COc1ccc(NC(=O)c2ccc3c(c2)N(C)C2CCCCCN2C3=O)c(OC)c1 (configuration not stated)	?
Cc1cnn(CCC(=O)NC2CCc3nnc(C)n3CC2)c1 (configuration not stated)	21%
CN1C(=O)c2cccn2CC1CNC(=O)Cc1c[nH]c2ccccc12 (configuration not stated)	14%
CN1CCN(C(=O)c2ccc(CC3CCN(S(C)(=O)=O)CC3)cc2)CC1	-5%
O=C(NC1CC(=O)N(Cc2ccc(F)cc2)C1)c1ccn[nH]1 (configuration not stated)	-6%
Cc1nc(Cn2nc(C3CCCNC3)n(-c3ccccc3)c2=O)cs1 (configuration not stated)	-16%
CCOc1ccc(C(=O)Nc2ccc3oc(-c4ccncc4)nc3c2)cc1	-27%
CN1[C@@H](CCC(=O)N2CC[C@@H](O)C2)CNC(=O)[C@@H]2[C@H]1CCN2C1CCOCC1	-3%[44.1 µM]
O=C(NC[C@H]1CCc2ccccc2O1)c1cccc(-n2cnnc2)c1	i
